MmCpn inh: blocks the Methanococcus maripaludis chaperonin Mm-Cpn | purified Mm-Cpn ATPase, ADP Transcreener TR-FRET | Potency, µM (highest dose often 76.9 µM), inactives show at the top dose activity, negative = inhibition, most hits filed as inhibitors | 330,000 compounds, 0.031% hits | AID 504842; further: potency means the concentration at half of the fitted maximal effect; on the % scale 0 is the no-effect control and ±100 the full control effect; nearly all actives have a fitted effect of over 80% in size
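ATPase read-out: TR-FRET ADP immunoassay (anti-ADP Eu cryptate vs ADP-d2), ex 320 nm, em 590/665 nm; signal drops as ADP forms. Enzyme 25 nM, ATP 10 uM, 30 min at 37°C after 10 min compound preincubation.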
A549 tox: A549 cytotoxicity, counter-screen for Nrf2 inhibitors; A549 ARE-Fluc cells, CellTiter-Fluor viability, 18-24 h; Potency, µM (titrated, usually from 46 µM), for inactives: at the top dose activity change, negative = cytotoxicity, hits mostly inhibitors; 390,000 compounds, 0.16% hits; further: potency means the concentration at half of the fitted maximal effect; on the % scale 0 is the no-effect control and ±100 the full control effect
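A549 ARE-Fluc cells in 5% FBS OPTI-MEM, 5000 cells/well, rested 2 h then exposed to compounds in concentration-response for 18-24 h at 37 °C. Viability by CellTiter-Fluor fluorescence (Ex 405/Em 525) after 30 min; luciferase luminescence (BugLite, 15 min, RT) read afterwards.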
Nrf2 ARE act: activates Nrf2 signaling. AREc32 ARE-luciferase reporter (MCF7-derived line), luminescence, 24 h. Potency, µM (doses to about 46.1 µM), without a hit: at the top dose activation, actives largely listed as activators. 410,000 compounds, 0.31% hits; further: potency means the concentration at half of the fitted maximal effect; % of control where 0% means no effect; nearly all actives have a fitted effect of over 65% in size
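Cells of the AREc32 ARE-luciferase line are plated in OPTI-MEM containing 5% FBS and left overnight at 37 deg C. Compounds are pinned in, incubation continues 24 hr, and firefly luciferase signal is then measured.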
Nrf2 block: blocks Nrf2 signaling; 360,000 compounds, 2.1% hits; AID 504444; Potency, µM (series often up to 46 µM), for inactives: at the highest dose activity change, negative = inhibition, most hits filed as inhibitors; A549 ARE-Fluc reporter, luciferase luminescence, 18-24 h; further: potency means the concentration at half of the fitted maximal effect; on the % scale 0 is the no-effect control and ±100 the full control effect; nearly all actives have a fitted effect of over 60% in size
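Quantitative HTS in A549 cells stably bearing an antioxidant response element-firefly luciferase construct. Inhibition of Nrf2-driven transcription was scored by luminescence after 18-24 h of compound exposure at 37 °C.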
CCT modulator: changes cytosolic chaperonin activity. AID 651819. activity change, % (concentration not given with the values), hits read low. 360,000 compounds, 0.3% hits. purified chaperonin ATPase assay, HTRF ADP detection, 30 min; in the data active means activity change below about -30%; further: on the % scale 0 is the no-effect control and ±100 the full control effect
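Nucleotide hydrolysis assay: TRiC at 20–40 nM final (set by batch activity) with 10 uM ATP, 30 min at 37 °C, in presence of 76 uM compound. Detection by competitive ADP HTRF, 30 min ambient.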
TGFb SMAD3 inh: inhibitors of TGF-b signaling; HepG2 CAGA-GFP TGF-b/SMAD3 reporter, GFP fluorescence, 18 h; TGF-beta stimulated, 500 pg/mL final; 410,000 compounds, 1.2% hits; Potency, µM (doses to about 46.1 µM), inactives show at the top dose activity, negative = inhibition, usual class: inhibitors; further: potency means the concentration at half of the fitted maximal effect; on the % scale 0 is the no-effect control and ±100 the full control effect; nearly all actives have a fitted effect of over 65% in size
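Read-out: total well GFP (ex488/em500-530) summed from mean per-cell fluorescence. Cells: HEPG2 CAGA-GFP, 1% FBS DMEM, 18 h at 37 degrees C with 500 pg/mL final TGF-beta. Unstimulated wells served as the full-inhibition control; stimulated DMSO wells = 0%.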
Abeta rescue: A-beta toxicity reversal in yeast; yeast expressing A-beta42, growth rescue, OD600, 48 h; response scale: 0% DMSO, 100% iron-clioquinol control; Potency, µM (top dose mostly 46.1 µM), without a hit: top-dose growth rescue, actives largely listed as activators; 410,000 compounds, 0.063% hits; AID 1347071; further: potency means the concentration at half of the fitted maximal effect; nearly all actives have a fitted effect of over 55% in size
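Growth rescue measured by 600 nm absorbance after 48 h yeast culture at 30 C with compound. Values normalized between DMSO and an equimolar ferric chloride plus clioquinol control.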
HepG2 viability: HepG2 cytotoxicity, counter-screen for TGF-b inhibitors. HepG2 CAGA-GFP viability, ATP luminescence, 18 h. Potency, µM (series often up to 46.1 µM), without a hit: top-dose activity change, negative = cytotoxicity, most hits filed as cytotoxic. 410,000 compounds, 0.76% hits. AID 588856; further: potency means the concentration at half of the fitted maximal effect; some results filed as inactive show a strong effect at the top dose
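HepG2 CAGA-GFP cells (1000/well, DMEM with 1% FBS) received compound, then TGF-beta at 500 pg/mL final, and were incubated 18 hours at 37 degrees C. Viability was read by CellTiter-Glo luminescence. Media-only wells were set as complete cell-killing and DMSO as no toxicity.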
Akt phos inh: inhibitors of Akt phosphorylation. Neuro2A IGF-stimulated pAkt S473 HTRF, 20 min; stronger effect = lower value. activity change, % for hits at 50 µM. 360,000 compounds, 0.32% hits. AID 651550; in the data active means activity change below about -80%; inconclusive means mostly about -51% to -80%; further: on the % scale 0 is the no-effect control and ±100 the full control effect
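Single-point screen (50 µM final compound) in Neuro2A cells stimulated 20 min with 6 nM IGF at 37 deg C. After lysis, Ser473-phosphorylated Akt read by HTRF (ex 330 nm, em 615/665 nm) as the 665/615 ratio.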
An asterisk follows results filed as active; i = inactive; u = inconclusive; x = no result given; [ ] = remark or other dose. Unless noted, the call rests on the fitted dose curve; in most records, active means well fitted curve in the direction sought with a large enough effect; inconclusive means small, poorly fitted or top-dose-only effect, or another doubt; inactive means no such curve, though single readings can be large; an effect the other way counts as inactive or inconclusive.

SMILES	MmCpn inh	A549 tox	Nrf2 ARE act	Nrf2 block	CCT modulator	TGFb SMAD3 inh	Abeta rescue	HepG2 viability	Akt phos inh
Cc1ccc(C(=O)N/N=C\C=C\c2ccc(Br)cc2)cn1	-2%	27%	9.0%	u	-0.2	2%	-23%	-16%	i
CC1(C)Oc2ccc(C(=O)NC3CCCCC3)cc2N(CC#N)C1=O	2%	2%	0.3%	20%	-1.5	2%	3%	1%	i
CCCCCCCCN1C(=O)[C@H](CC(=O)NCCc2ccccc2OC)C[C@@]2(C(=O)OC)CCCCC=C12	x	x	-1.8%	x	0.1	x	2%	x	i
CCOC(=O)c1c(C)[nH]c(C)c1C(=O)COC(=O)CNC(=O)c1ccc(OCC)cc1	-2%	-1%	2.6%	2%	-2.3	0%	7%	-58%	i
COc1ccc(-c2csc(C(NC(C)=O)c3ccccc3)n2)cc1 (centres undefined)	x	x	5.2%	x	1.9	-14%	13%	-13%	i
CCSc1nn(CC(=O)Nc2cccc(CC)c2)c(N)c1S(=O)(=O)c1ccccc1	x	-16%	-1.0%	u	x	11µM*	-2%	-39%	x
COc1ccccc1OCC(=O)N(Cc1nnc(-c2ccccc2Cl)o1)C1CC1	-12%	0%	0.0%	5%	-1.1	2%	-2%	5%	i
Cc1ccc(S(=O)(=O)N2CCN(C(=O)COC(=O)COc3cccc(C(F)(F)F)c3)CC2)c(C)c1	1%	8%	-0.4%	-1%	1.1	21%	2%	22%	i
NS(=O)(=O)c1ccc(CNC(=O)Cc2c(F)cccc2Cl)cc1	0%	1%	0.0%	-6%	-0.9	4%	1%	-2%	i
CN(C)c1cccc(C(=O)OCC(=O)NC(=O)NCc2ccccc2)c1	-2%	1%	-0.2%	2%	-0.1	0%	19%	1%	i
N#Cc1c(N)sc2c1CCN(C(=O)OCc1ccccc1)C2	0%	-3%	0.2%	4%	-5.8	20%	0%	-13%	i
CN1CCc2ccc(NC(=O)c3ccc(C(F)(F)F)cc3)cc2C1	1%	-3%	7.3%	-15%	0.3	u	5%	-22%	i
COC(=O)[C@@]1(Cc2ccc(F)cc2)[C@H]2c3cc(C(=O)N4CCCC4)n(CCc4c[nH]c5ccccc45)c3C[C@H]2CN1C(=O)c1ccccc1	x	x	5.5%	x	0.6	x	12%	x	i
CCCSc1nnc(-c2c[nH]c3ccccc23)n1C	-1%	u	3.2%	5%	-0.9	1%	0%	-6%	i
CC(=O)Nc1ccc2nc(SCC(=O)N3CCOCC3)sc2c1	2%	-1%	5.0%	1%	-0.5	-19%	-1%	-8%	i
O=C(NCC(c1ccco1)N1CCCC1)c1cccc(S(=O)(=O)Nc2ccc(F)cc2)c1 (centres undefined)	1%	-8%	4.6%	-25%	0.4	-6%	-12%	-16%	i
CCN(c1ccccc1)c1nnc(NC(=O)Nc2cccc(Cl)c2C)s1	x	6%	0.4%	-2%	x	u	-8%	2%	x
O=C(N/N=C/c1cccnc1)c1cccs1	-2%	0%	3.4%	u	-0.9	-2%	-9%	-22%	i
CCN(CC)Cc1c(C(=O)OC(C)C)nnn1-c1nonc1N	-13%	-3%	-0.8%	x	0.2	0%	-3%	-4%	i
Cc1ccc(S(=O)(=O)N2C[C@H]3[C@H]4C(=O)N(c5ccccc5)C(=O)[C@H]4C[C@H](OC(=O)NCc4ccccc4)[C@@]3(O)C2)cc1	x	x	-0.8%	x	-0.2	-1%	-7%	1%	i
Cc1ccc(C(=O)CSc2nnc(CNc3ccc(C)cc3C)o2)cc1	-12%	-1%	-0.5%	-18%	-2.6	-2%	7%	-60%	i
CC(C)NC(=O)c1cc2c(=O)n3ccccc3nc2s1	-4%	0%	0.5%	-3%	1.7	4%	-2%	-9%	i
CC(C)(C)NC(=O)c1cnn(-c2ccccc2)c1C1CCN(C(=O)OC(C)(C)C)CC1	x	-1%	0.1%	u	x	-2%	3%	4%	x
Cc1cc(C(=O)CSc2nnnn2C)c(C)n1Cc1ccco1	0%	2%	2.8%	u	-1.0	-2%	0%	0%	i
NS(=O)(=O)c1ccc(NC(=O)CN2CCN(c3ccc(F)cc3)CC2)cc1	x	8%	0.4%	x	x	-4%	-10%	-6%	x
CCOC(=O)c1ccc(NC(=O)C2CC(=O)Nc3nc4ccccc4n32)cc1 (centres undefined)	2%	3%	-0.9%	0%	-2.7	1%	-12%	4%	i
COc1cccc(-c2nc3c(c(SCC(=O)Nc4cc(C)ccc4C)n2)Cc2c(CO)cnc(C)c2O3)c1	x	10%	-0.7%	14%	x	-18%	-26%	-14%	x
Cc1oc2ncn(CC(C)C)c(=O)c2c1C(=O)NCc1cccc(Cl)c1	x	15%	-0.9%	30%	x	-2%	-18%	-4%	x
Cc1ccc(S(=O)(=O)NC(=O)COc2ccc([N+](=O)[O-])cc2)cc1	-2%	3%	-0.1%	11%	-0.5	u	3%	2%	i
Cc1cc(C)cc(OCC(=O)Nc2cccc(-c3nnc(-c4ccco4)o3)c2)c1	-3%	-8%	0.9%	u	1.3	3%	14%	-1%	i
CCN(CC)S(=O)(=O)c1cccc(C(=O)OCC(=O)C23CC4CC(CC(C4)C2)C3)c1	0%	1%	-0.9%	u	-1.9	3%	11%	0%	i
COc1ccc(C(=O)N2CCC(n3c(C)nc4cc(F)ccc43)CC2)cc1	0%	6%	-1.2%	4%	-0.1	-13%	-18%	-2%	i
CCC(C)/C(C)=N/NC(=O)c1ccccc1OCCOc1ccccc1 (centres undefined)	-3%	0%	-0.4%	-3%	-3.0	13%	5%	4%	i
Oc1ccc(C[C@H]2CN([C@@H](Cc3ccc(O)cc3)CN3CCC[C@@H]3CN3C(=S)NC[C@@H]3Cc3ccccc3)C(=S)N2CCc2ccccc2)cc1	x	x	13%	x	0.3	u	-5%	-24%	i
COc1ccc(C(=O)NC2CC2)cc1OC1CCN(Cc2ccc(F)cc2)CC1	1%	0%	-0.3%	-1%	-2.5	-21%	-4%	-21%	i
COc1ccc(/C=c2\s/c(=C(/C#N)C(=O)NCc3ccco3)n(-c3ccccc3)c2=O)cc1	-5%	-1%	-0.2%	8%	0.0	14%	-1%	5%	i

Just Abeta rescue and Akt phos inh (three entries from above):
| Molecule | Abeta rescue | Akt phos inh |
| --- | --- | --- |
| CCC(C)/C(C)=N/NC(=O)c1ccccc1OCCOc1ccccc1 (centres undefined) | 5% | i |
| Oc1ccc(C[C@H]2CN([C@@H](Cc3ccc(O)cc3)CN3CCC[C@@H]3CN3C(=S)NC[C@@H]3Cc3ccccc3)C(=S)N2CCc2ccccc2)cc1 | -5% | i |
| COc1ccc(C(=O)NC2CC2)cc1OC1CCN(Cc2ccc(F)cc2)CC1 | -4% | i |

Other results.
SMILES	MmCpn inh	A549 tox	Nrf2 ARE act	Nrf2 block	CCT modulator	TGFb SMAD3 inh	Abeta rescue	HepG2 viability	Akt phos inh
CC(=O)c1ccc(NC(=O)Cc2ccsc2)cc1	1%	-24%	-0.4%	10%	0.4	25%	3%	-7%	i
COc1cc(NC(=O)C2CCCN(S(=O)(=O)c3ccc4c(c3)CCCN4C(C)=O)C2)cc(OC)c1 (centres undefined)	u	2%	2.1%	u	1.4	u	0%	-25%	i
COc1cc(C(=O)NNC(=O)c2ccccc2Br)ccc1OCC(=O)N1CCOCC1	1%	u	-0.1%	2%	1.5	u	5%	-1%	i
CCCC(c1nnnn1CC1CCCO1)N1CCN(c2cc(Cl)ccc2C)CC1 (centres undefined)	-3%	u	3.3%	26µM*	-2.2	2%	5%	2%	i
CC1=CCC2(CO)COC(c3ccccc3O)C1C2 (centres undefined)	2%	-1%	0.2%	3%	0.8	0%	3%	2%	i
COC(=O)c1ccc(COC(=O)C2CCN(S(=O)(=O)c3c(Cl)cccc3Cl)CC2)o1	0%	-6%	0.2%	7%	-0.5	0%	17%	-3%	i
Cc1ccc2c(=O)c(C(=O)c3cccc(Cl)c3)cn(CC(=O)Nc3ccc4c(c3)OCCO4)c2n1	x	-14%	0.4%	13%	x	44%[activator]	4%	1%	x
CCOC(=O)C1=C(C)NC(=O)NC1c1c(C)nn(-c2ccccc2)c1Cl (centres undefined)	2%	-13%	1.6%	-2%	-2.0	7%	-3%	-21%	i
CCOC(=O)C1=C(NC(=O)c2ccc(Br)o2)Nc2ccccc2N=C1	1%	x	5.2%	u	-1.2	1%	12%	-1%	i
COc1ccc(-c2cc(C(F)(F)F)n3nc(C)cc3n2)cc1	0%	5%	-1.2%	-11%	-4.1	-15%	-5%	2%	i
Cn1ccs/c1=N\C(=O)Nc1cccc(Cl)c1	-4%	6%	2.8%	u	-0.6	12%	-11%	2%	i
CCOC(=O)C(=NCCCN1CCOCC1)NNc1cccc(C(F)(F)F)c1	2%	7%	3.6%	0%	-2.0	0%	-22%	16%	i
C=CCNCCCCOc1ccc(OCC)cc1	0%	-5%	-0.1%	u	-2.5	-9%	1%	-30%	i
CCc1nc(SCC(=O)O)c2c3c(sc2n1)COC(C)(C)C3	0%	1%	-0.3%	-12%	-1.2	-1%	4%	-13%	i
CCNC(=O)CC1C(=O)N(c2ccc(F)cc2)C(=O)N1Cc1ccccn1 (centres undefined)	2%	-4%	-0.3%	x	-1.7	-3%	14%	6%	x
Cc1cc(NC(=O)COC(=O)C(Cc2ccccc2)NC(=O)c2ccco2)no1 (centres undefined)	0%	11%	-0.4%	0%	-0.2	12%	1%	-2%	i
Oc1ccc(/C=N/Nc2cccc(Cl)n2)c(O)c1	-8%	-5%	u	6%	-2.6	2%	10%	-16%	i
Oc1cccnc1Sc1cccc(C(F)(F)F)c1	x	0%	0.4%	11%	0.4	-21%	u	-17%	i

Source: PubChem BioAssay (National Center for Advancing Translational Sciences (NCATS))
